LRH-1 inv ag: LRH-1 (NR5A2) inverse agonists, primary screen, cell-based, luminescence, HEK293T, StAR-luciferase reporter; 360,000 compounds, 0.13% hits; Nuclear receptor subfamily 5 group A member 2 (Homo sapiens), O00482; inhibition, % at 3.6 µM; LRH-1 transfected, 24 h; AID 602396, 2012;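 active = inhibition above the mean inhibition of all tested compounds plus 3 SD, cut at about 73% in these data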;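 note: 0% = DMSO wells and 100% = reporter-only cells lacking LRH-1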
Target sequence (O00482 whole entry, looked up): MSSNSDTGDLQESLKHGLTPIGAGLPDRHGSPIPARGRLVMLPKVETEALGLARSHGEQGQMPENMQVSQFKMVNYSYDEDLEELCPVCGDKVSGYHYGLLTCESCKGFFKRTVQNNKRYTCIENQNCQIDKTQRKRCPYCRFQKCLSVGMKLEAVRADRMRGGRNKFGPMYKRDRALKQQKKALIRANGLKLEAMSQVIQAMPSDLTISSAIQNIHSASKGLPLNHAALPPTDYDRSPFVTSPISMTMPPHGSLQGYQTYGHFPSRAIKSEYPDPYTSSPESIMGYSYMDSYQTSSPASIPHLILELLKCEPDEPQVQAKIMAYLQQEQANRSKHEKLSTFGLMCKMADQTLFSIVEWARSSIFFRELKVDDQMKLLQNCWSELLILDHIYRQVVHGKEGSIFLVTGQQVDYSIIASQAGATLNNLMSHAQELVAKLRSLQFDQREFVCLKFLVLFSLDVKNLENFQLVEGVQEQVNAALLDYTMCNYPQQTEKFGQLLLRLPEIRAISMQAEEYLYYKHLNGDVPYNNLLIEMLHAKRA
NR2F2 inh: NR2F2 transcriptional activity inhibitors, primary screen, cell-based, luciferase reporter, HEK293T, luminescence; COUP transcription factor 2 (Homo sapiens), P24468; HEK293T NGFI-A luciferase reporter; inhibition, % at 8.6 µM; 370,000 compounds, 0.7% hits; AID 686940, 2013;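 active = inhibition above a per-plate cutoff, mean inhibition of test wells between control levels plus 3 SD, cut at about 38% in these data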;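 note: cells cotransfected with COUP-TFII expression vector driving the NGFI-A reporter; 0% = median of COUP-TF2 test wells and 100% = reporter-only cells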
Target sequence (P24468 whole entry, looked up): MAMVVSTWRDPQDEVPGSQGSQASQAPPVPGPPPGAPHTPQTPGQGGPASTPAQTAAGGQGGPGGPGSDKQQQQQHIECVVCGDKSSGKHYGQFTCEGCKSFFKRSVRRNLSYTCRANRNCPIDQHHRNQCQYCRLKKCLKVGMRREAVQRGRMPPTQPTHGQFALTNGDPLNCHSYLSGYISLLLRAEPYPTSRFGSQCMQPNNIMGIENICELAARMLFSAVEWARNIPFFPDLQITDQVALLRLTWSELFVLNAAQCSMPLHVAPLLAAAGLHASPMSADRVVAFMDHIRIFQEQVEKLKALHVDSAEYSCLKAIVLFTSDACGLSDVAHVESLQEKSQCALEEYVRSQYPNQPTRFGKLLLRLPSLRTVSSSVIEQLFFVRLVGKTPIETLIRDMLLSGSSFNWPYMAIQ
NCOA3 inh: SRC3 coactivator transcriptional activity inhibitors, primary screen, cell-based, luminescence; HEK293 GAL4-SRC3 luciferase reporter; 360,000 compounds, 0.17% hits; inhibition, % at 3.6 µM; Nuclear receptor coactivator 3 (Homo sapiens), Q9Y6Q9;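 active = inhibition above a per-campaign cutoff, the mean of all compounds plus 3 SD, cut at about 60% in these data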;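 note: 0% = DMSO-treated cells and 100% = gossypol-treated cells at 36 µM; higher means less SRC3-driven luciferase light from the GAL4 reporter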
NOD2-RIPK2 inh: NOD2-RIPK2 binding disruptors in cells, primary screen, fluorescence, CHO cells, BLA complementation; CCF4 ratio; 360,000 compounds, 0.38% hits; inhibition, % at 4.98 µM; in the data active = inhibition above about 21%;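 note: 0% = vehicle only and 100% = reference blocker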
C8 TRAIL sens: viability loss with TRAIL in NB7+C8 cells, primary screen, TRAIL sensitizer project, cell-based, ATPlite luminescence; inhibition (viability loss, TRAIL sensitization), % at 10 µM; 360,000 compounds, 1% hits;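 active = compounds causing at least 50% loss of cell viability in the single-dose screen, relative to plate controls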
LMP1 NFkB inh: EBV LMP1-driven NF-kappaB luciferase reporter inhibitors, primary screen, cell-based, luminescence, single point; AID 504558, 2011; 350,000 compounds, 0.69% hits; inhibition, % at 12.5 µM; LMP1-induced NF-kappaB luciferase reporter cells; in the data active = inhibition above about 41%;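 note: 0% = neutral control wells and 100% = reference inhibitor control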
NCOA2 inhibitor: inhibition of GAL4-SRC2 driven luciferase reporter, primary screen, SRC2 inhibitor project, cell-based, luminescence; AID 651957, 2012; inhibition, % at 9 µM; 370,000 compounds, 0.17% hits; HEK293 GAL4-SRC2 luciferase reporter;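 active = inhibition above the mean inhibition of all tested compounds plus 3 SD, set per campaign, cut at about 52% in these data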;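 note: 0% = DMSO treated cells and 100% = cells given Gossypol at 36 µM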
TWEAK-Fn14 inh: inhibitors of TWEAK-Fn14 signaling, primary screen, luciferase reporter cells, uHTS | TWEAK-stimulated Fn14 reporter cells, luciferase luminescence, 8 h | inhibition, % at 10 µM | 360,000 compounds, 2% hits; in the data active = inhibition above about 50%
SRC1 inh: SRC1 coactivator transcriptional activity inhibitors, primary screen, cell-based, luminescence; 360,000 compounds, 0.12% hits; HEK293 GAL4-SRC1 luciferase reporter; inhibition, % at 3.6 µM;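 active = inhibition above the campaign mean plus 3 SD, with each screening campaign given its own cutoff, cut at about 60% in these data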;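 note: 0% = DMSO treated cells and 100% = gossypol at 36 µM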
TROY NFkB inh: inhibitors of TROY-driven NF-kB signaling, primary screen, Q293 LMP1-TROYcd cells, NF-kB luciferase, uHTS. AID 1347056, 2019. inhibition, % at 10 µM. Q293 LMP1-TROYcd NF-kB luciferase reporter, 4 h. 360,000 compounds, 0.98% hits;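 active = compounds whose plate-normalised and pattern-corrected inhibition of the luciferase reporter signal at the single screening dose is 50% or more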
TLR9-MyD88 block: inhibitors of TLR9-MyD88 association in cells, primary screen, cell-based, CHO, BLA complementation, fluorescence; CCF4 FRET ratio; inhibition, % at 4.98 µM; Toll-like receptor 9 (Homo sapiens) + Myeloid differentiation primary response protein …; 340,000 compounds, 0.21% hits;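 active = inhibition above the mean over all tested compounds plus 3 SD, cut at about 21% in these data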;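 note: 0% = DMSO only wells and 100% = clavulanate BLA inhibitor control wells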
An asterisk follows results filed as active; . = no result given. Not all compounds are listed; rates above refer to the full screens.

no. | smiles | LRH-1 inv ag | NR2F2 inh | NCOA3 inh | NOD2-RIPK2 inh | C8 TRAIL sens | LMP1 NFkB inh | NCOA2 inhibitor | TWEAK-Fn14 inh | SRC1 inh | TROY NFkB inh | TLR9-MyD88 block
1 | COC(=O)CCC(=O)NNC(=O)Cc1ccccc1 | 15 | 14 | 9 | -3 | -9 | 10 | -13 | -2 | -9 | 13 | 5
2 | O=C(O)C1C2C=CC3(CN(C4CCCC4)C(=O)C13)O2 (configuration not stated) | 13 | -6 | 19 | 4 | -7 | -5 | -9 | 18 | 14 | 2 | -19
3 | COc1ccc(C(=O)NCc2nnc(SCC(=O)N3CCC(C)CC3)o2)cc1 | -13 | 13 | -10 | -1 | 4 | 7 | -12 | 8 | 10 | 13 | 11
4 | CCOC(=O)c1ccc(NC(=O)C2=C(C)Nc3nc(CCCO)nn3C2c2ccc(OC)cc2)cc1 (configuration not stated) | 10 | 0 | 4 | -4 | -13 | 7 | 7 | 2 | 1 | 3 | -1
5 | O=C(NC1CC(=O)N(c2ccc(Cl)cc2)C1)N1CCN(C(=O)c2ccco2)CC1 (configuration not stated) | 7 | -14 | 12 | 0 | 6 | -1 | 2 | 9 | -4 | -5 | 2
6 | O=S(=O)(NC(=S)NC1CCCCC1)c1ccc(Cl)cc1 | 4 | 11 | 9 | -14 | 4 | -8 | -7 | 9 | -9 | -4 | -1
7 | CCOC(=O)C1(C/C(C)=N/NC(N)=O)CC(C)(C)OC1=O (configuration not stated) | 11 | 4 | 12 | -9 | -1 | 1 | -1 | 5 | -18 | -2 | 1
8 | CCN1CCN(S(=O)(=O)c2ccc(Cl)c(C(=O)N(C)Cc3cccc(OC)c3)c2)CC1 | 9 | -20 | 15 | -4 | -15 | 8 | -21 | -8 | 7 | -17 | 4
9 | CCOc1ccc(CC(=O)Nc2cc(=O)n(C)c(=O)n2C)cc1 | -13 | 1 | 8 | -14 | 22 | -5 | -9 | 8 | -3 | 27 | 4
10 | CC1(CC(=O)N/N=C/c2cc([N+](=O)[O-])c(O)cc2O)OCCO1 | -4 | 12 | 9 | -1 | 35 | 7 | -6 | -2 | -10 | -25 | .
11 | COc1cc(NC(=O)CSc2ncnc3scc(-c4ccccc4)c23)c(C(=O)O)cc1OC | 10 | 2 | 5 | 5 | -6 | -3 | 13 | 0 | 7 | 13 | 1
12 | COc1ccc(N2C(=O)/C(=C/c3ccc([N+](=O)[O-])cc3)C=C2c2ccccc2)cc1 | 15 | -2 | -7 | 6 | 12 | 3 | 7 | 14 | 10 | -42 | 6
13 | CCC(=O)c1c(NC)cc(C)oc1=O | 0 | 6 | -6 | -8 | 5 | -4 | -36 | 14 | 1 | -2 | 4
14 | CC(=O)Nc1ccc(C=C(C#N)c2ccc(C)cc2)cc1 | -65 | -35 | -62 | -8 | -13 | -48 | -18 | -58 | -99 | -60 | 0
15 | N#Cc1cnc(N)c(Br)c1 | -15 | 0 | 21 | 2 | 0 | 9 | -6 | 0 | 15 | 5 | 11
16 | CCOc1ccc(-n2c(=O)[nH]cc(C(=O)N3CCc4ccccc43)c2=O)cc1 | 5 | 0 | 8 | -8 | -8 | -7 | -1 | -17 | 7 | -12 | 1
17 | COc1ccc(S(=O)(=O)Nc2ccc3c(c2)CC(=O)N([C@@H](C)CO)C[C@@H](C)[C@@H](CN(C)Cc2ccccc2)O3)cc1 | -9 | 1 | 2 | 7 | 9 | 13 | -24 | 3 | 6 | 6 | 4
18 | Cc1cc(NC(=O)CN2C(=O)CC(c3ccco3)Sc3ccccc32)no1 (configuration not stated) | 5 | . | -2 | -14 | -6 | -7 | . | 14 | 9 | 13 | 11
19 | Cc1ccc(OCCNC(=O)c2cccc(S(=O)(=O)N3CCN(Cc4ccccc4)CC3)c2)cc1 | 9 | -4 | 0 | -4 | 7 | 0 | 7 | 20 | -5 | 22 | -3
20 | O=C(NCc1ccccc1)c1nncc(-c2ccccc2)n1 | -7 | -1 | -36 | 3 | 5 | 3 | -5 | -26 | -5 | -14 | 5
21 | Cc1ccccc1CNS(=O)(=O)c1c(C(=O)N2CCCCC2)c(C)n(C)c1C | -18 | 14 | 7 | -5 | -2 | -14 | -10 | -2 | -13 | 13 | 6
22 | Cc1onc(-c2ccccc2)c1C(=O)N1CCCN2C(=O)c3ccccc3C21 (configuration not stated) | 3 | 2 | -1 | -1 | 22 | -15 | -3 | 1 | 1 | 15 | -6
23 | CCN(C(=O)c1ccco1)C1C2CC3CC(C2)CC1C3 (configuration not stated) | 29 | 13 | -2 | 6 | 7 | -12 | -41 | 7 | 2 | 2 | 4
24 | O=C(NNC(=S)Nc1ccccc1)NNC(=S)Nc1ccccc1 | -1 | 0 | -1 | -3 | -5 | -8 | 10 | -2 | 8 | -5 | 7
25 | COc1ccc2nc(NC(=O)C3CCN(C(=O)c4ccco4)CC3)sc2c1 | -71 | -36 | -45 | 2 | 9 | -10 | -3 | 9 | -51 | -44 | 2
26 | COc1ccc(S(=O)(=O)Nc2c(C(=O)O)[nH]c3ccccc23)c(OC)c1 | -11 | 12 | -7 | 1 | 10 | -1 | -40 | 7 | -23 | -3 | -11
27 | CCCc1c(O)nc(SCC(=O)O)[nH]c1=O | -9 | 5 | 3 | -14 | 2 | 3 | -1 | 3 | -2 | -5 | 10
28 | CC1CCCCN1S(=O)(=O)c1ccc(C(=O)N(CCCN(C)C)c2nc3cc4c(cc3s2)OCO4)cc1 (configuration not stated) | 15 | 7 | 13 | 4 | -8 | -4 | 21 | -35 | 17 | -3 | 12
29 | CCCCN(C(=O)c1ccco1)c1c(N)n(CCC)c(=O)[nH]c1=O | 0 | -1 | 8 | -19 | -17 | -2 | 16 | 12 | 14 | 0 | -6
30 | C/C=C/C(=O)N1CC2(CC(c3cccc(NC(=O)CC(c4ccccc4)c4ccccc4)c3)=NO2)C[C@H]1C(N)=O (some centres not stated) | 4 | -7 | -18 | 2 | 7 | 0 | -6 | -15 | -22 | -12 | 5
31 | CCOC(=O)c1c(-c2ccc(C)o2)csc1NC(=O)CN1CCOCC1 | 1 | 17 | 5 | 0 | 4 | 3 | 16 | 15 | 5 | 16 | -9
32 | c1ccc(OCCNc2ccn3nc(-c4ccccc4)cc3n2)cc1 | -12 | -32 | -41 | 7 | -3 | . | -49 | -3 | -53 | -37 | .
33 | CCCNC(=O)C(Cc1cccc(OC)c1)NC(=O)c1ccc(C#N)cc1 (configuration not stated) | -14 | 3 | -3 | -5 | -5 | 1 | -33 | 4 | -1 | -3 | 5
34 | CSc1nc2ccc(NC(=O)C3CC(=O)N(Cc4ccccc4)C3)cc2s1 (configuration not stated) | 11 | 9 | -2 | -5 | 2 | 8 | 5 | -2 | -10 | -8 | 9
35 | COc1ccc(/C=N/NS(=O)(=O)c2ccccc2)cc1OS(=O)(=O)c1ccccc1 | -5 | -3 | -17 | -6 | 10 | -11 | -27 | 4 | -7 | 17 | -2
36 | O=C(NCCCn1ccnc1)c1ccncc1 | -20 | -8 | 1 | -7 | -2 | -5 | -16 | 5 | -17 | 6 | 4
37 | O=S(=O)(Nc1ccc(O)c(NS(=O)(=O)c2ccccc2)c1)c1ccccc1 | -5 | -6 | 10 | -14 | -3 | 0 | -8 | 1 | -3 | 5 | 1
38 | CCOC(=O)N1CCC(NC(=O)CSc2cc(=O)n(C)c3ccccc23)CC1 | -7 | -8 | -10 | 1 | 9 | 1 | 1 | 2 | -2 | 21 | 1
39 | CCCC(=O)Nc1nnc(-c2ccc3c(c2)OCO3)s1 | 12 | -29 | 3 | -8 | -7 | -17 | 2 | -22 | -58 | -26 | 8
40 | COc1ccc(/C=N/NC(=O)CSCc2ccc([N+](=O)[O-])cc2)cc1OC | -2 | -15 | 24 | -3 | 10 | 7 | -1 | -19 | -4 | -8 | -7
41 | CC(C)NC(=S)N1CCN(C/C=C/c2ccccc2)CC1 | 4 | 12 | 11 | 0 | 1 | -6 | 9 | -8 | -12 | 9 | -9
42 | O=C(Nc1ccc(C(=O)N2CCCC2)cc1)c1ccccc1Br | -15 | -6 | -13 | 4 | -12 | -1 | -30 | -5 | -13 | 8 | -1
43 | CC(=O)Nc1cccc(/C(C)=N/NC(=O)c2cccc(S(=O)(=O)N3CCCC3)c2)c1 | 8 | -13 | 17 | 5 | 7 | -11 | 23 | 18 | 15 | -8 | 4
44 | Cn1c(C(O)c2ccc3c(c2)OCO3)nc2ccccc21 (configuration not stated) | 4 | -7 | 16 | -2 | 5 | 3 | 17 | -15 | -16 | 8 | -14
45 | N/C(Cc1cccs1)=N\OC(=O)COc1ccccc1 | -19 | -14 | -33 | -6 | -1 | -7 | -27 | -9 | -34 | -54 | -9
46 | COc1ccc(-c2nnn(CC(=O)N(CCN3CCOCC3)C(C(=O)NC3CCCCC3)c3ccco3)n2)cc1 (configuration not stated) | 6 | 18 | 5 | -5 | -7 | 7 | -36 | 13 | 0 | -12 | 2
47 | CCn1nc(C(=O)OCC(=O)N2CCc3ccccc32)c2ccccc2c1=O | 1 | -9 | 3 | -9 | -1 | 3 | -13 | -5 | 8 | 12 | -7
48 | COCCNC(=O)CCn1nc(-c2ccc(C)cc2)c2ccccc2c1=O | 13 | -6 | -7 | -2 | -11 | -8 | 19 | 4 | 10 | -1 | 0
49 | COC(=O)C1=C(C)N(Cc2ccccc2)C(=NCc2cc(OC)c(OC)c(OC)c2)N[C@H]1c1ccc(Br)cc1 | -5 | . | 12 | 12 | 31 | 11 | . | -14 | -2 | 1 | 5
50 | O=S(=O)(c1ccc(Br)cc1)N1CCN(Cc2ccco2)CC1 | -2 | 16 | -20 | 1 | 10 | -1 | -18 | 3 | -11 | -31 | 1

Next part
no. | smiles | LRH-1 inv ag | NR2F2 inh | NCOA3 inh | NOD2-RIPK2 inh | C8 TRAIL sens | LMP1 NFkB inh | NCOA2 inhibitor | TWEAK-Fn14 inh | SRC1 inh | TROY NFkB inh | TLR9-MyD88 block
51 | COC(=O)c1c(-c2ccccc2)noc1C | 3 | 15 | 1 | -8 | -10 | 3 | 1 | -2 | -11 | -5 | 2
52 | CC(c1ccccc1)N(C)C(=O)CN1CCN(S(=O)(=O)c2ccc3c(c2)OCCCO3)CC1 (configuration not stated) | 13 | 22 | -10 | -2 | 7 | 2 | 6 | -6 | -19 | 2 | -8
53 | Cc1cc(C)cc(C(O)c2ncc(-c3ccccc3C)[nH]2)c1 (configuration not stated) | 7 | -3 | 15 | -9 | -7 | . | -12 | 16 | -4 | -9 | .
54 | CC(C)(Oc1ccc(CCNC(=O)c2ccc(-c3ccc(Cl)cc3)o2)cc1)C(=O)O | 1 | -8 | 2 | -17 | -6 | -4 | 22 | -4 | -5 | -15 | .
55 | CCN1CCN(Cc2nc3c(c(=O)n(C)c(=O)n3C)n2Cc2cccc3ccccc23)CC1 | 4 | -30 | 19 | -6 | -6 | -7 | 28 | -8 | 21 | 1 | -8
